D1 agonist – Allosteric Agonists of the Human D1 Dopamine Receptor: qHTS. D(1A) dopamine receptor (Homo sapiens), P21728. HEK293 T-REx D1 cells, calcium flux, agonist mode. activation, % at 2 µM. actives 1% (n = 360,000). AID 504660, 2011; in the data active = activation above about 30%; also: 0% is about no effect
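Tetracycline-induced HEK293 TREx D1 cells, force-coupled to calcium signalling, were dye-loaded with a no-wash calcium kit. Compound was pin-added after a 10 s baseline. Fluorescence was read kinetically at 1 cycle/s for 180 s, with calcium rises flagged as agonism.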
Glioma ERSR ind – qHTS for Inducers of the Endoplasmic Reticulum Stress Response (ERSR) in Human Glioma: qHTS; U87-MG GRP78 promoter luciferase reporter, 16 h; Potency, µM, without a hit: top-dose activation, hits mostly activators; actives 0.02% (n = 420,000); also: potency is read from the fitted curve at half-maximal effect; series mostly up to about 76 µM; % of control where 0% means no effect; nearly all actives have a fitted effect of over 35% in size
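Stably transfected U87-MG human glioma cells carrying a GRP78-based luminescent sensor were seeded at 1000 cells/well, pin-dosed with compounds and incubated 16 h. Luciferase reagent was then added, and end-point luminescence was read after 10 min at room temperature.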
LDHA block – qHTS assay for inhibitors of human lactate dehydrogenase. L-lactate dehydrogenase A chain (Homo sapiens), P00338. purified LDHA, NADH/diaphorase-resazurin fluorescence; active compounds read low. activity change, % (values are at about 110 or 230 µM). AID 1347041, 2019. actives 0.15% (n = 480,000); in the data active = activity change below about -30%; inconclusive = mostly about -25% to -30%;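 also: plate controls were DMSO wells for no effect and wells without enzyme for full effect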
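Resorufin fluorescence (ex540/em590), read at 0 and 20 min after diaphorase/resazurin addition, reports the NADH left after a 5 min room-temperature reaction of 2 nM human LDH5 with 0.06 mM NADH and 0.2 mM pyruvate.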
D1 potentiator – Potentiators of Human D1 Dopamine Receptor: qHTS; D(1A) dopamine receptor (Homo sapiens), P21728; potentiation, % at 10 µM; HEK293 TREx D1 cells, calcium flux, dopamine EC20 potentiation; actives 0.036% (n = 360,000); AID 504651, 2011; in the data active = potentiation above about 30%; also: 0% is about no effect
Vif-APOBEC3F blk – qHTS for Inhibitors of Vif-A3F Interactions: qHTS; actives 0.2% (n = 390,000); Potency, µM (titrated, usually from 46.1 µM), inactives show at the top dose activity, negative = active; AID 602313, 2012; HeLa A3F-eYFP + Vif (tagged APOBEC3F with the HIV-1 protein that degrades it), YFP fluorescence increase; also: potency is read from the fitted curve at half-maximal effect; % of control where 0% means no effect; nearly all actives have a fitted effect of over 65% in size
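Fluorescence increase (Ex 488/Em 500-530) after overnight compound treatment at 37 deg C flags inhibition of Vif-driven A3F-eYFP loss in stable HeLa A3F-eYFP/Vif cells seeded overnight beforehand.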
RXFP1 agonist – qHTS Assay for Agonists of the Relaxin Receptor RXFP1; Relaxin receptor 1 (Homo sapiens), Q9HBX9; HEK293T-RXFP1 cAMP TR-FRET, 30 min; response scale: percent of porcine relaxin response, buffer zero; Potency, µM (highest dose often 57.5 µM), inactives show at the highest dose activation, most hits filed as activators; actives 0.3% (n = 370,000); AID 2676, 2010; also: potency is read from the fitted curve at half-maximal effect; % is scaled to controls: 0 for no effect and ±100 for the full control effect; nearly all actives have a fitted effect of over 60% in size; many of its hits are not listed in these tables
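HEK293T cells stably expressing RXFP1 were pretreated with the PDE4 inhibitor Ro 20174, exposed to compounds for 30 min at 37C, lysed, and cAMP was read by TR-FRET. Data normalized to buffer (basal) and 29 nM porcine relaxin (100%).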
D2 potentiator – HTS Assay for Positive Allosteric Modulators of the Human D2 Dopamine Receptor: Primary Screen for Potentiators; D(2) dopamine receptor (Homo sapiens), P14416; HEK293 T-REx D2, calcium flux, EC20 dopamine potentiation; potentiation, % at 10 µM; actives 0.34% (n = 340,000); AID 485347, 2010;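 active = potentiation over 3 SD above the plate norm, cut at about 30% in these data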; also: 0% is about no effect
Target sequence (P14416 whole entry, looked up): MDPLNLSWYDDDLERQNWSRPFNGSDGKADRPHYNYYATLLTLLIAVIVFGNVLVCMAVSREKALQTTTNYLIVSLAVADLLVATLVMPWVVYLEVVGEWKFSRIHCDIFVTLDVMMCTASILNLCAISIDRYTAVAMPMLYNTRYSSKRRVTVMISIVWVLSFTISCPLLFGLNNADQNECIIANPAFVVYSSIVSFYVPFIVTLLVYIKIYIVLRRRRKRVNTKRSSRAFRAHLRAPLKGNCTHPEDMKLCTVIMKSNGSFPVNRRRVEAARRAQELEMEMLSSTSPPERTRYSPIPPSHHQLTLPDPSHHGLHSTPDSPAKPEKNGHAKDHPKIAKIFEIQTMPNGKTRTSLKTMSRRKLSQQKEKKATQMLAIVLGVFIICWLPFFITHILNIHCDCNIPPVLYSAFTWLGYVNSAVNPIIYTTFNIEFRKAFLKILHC
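Potentiation of an EC20 dopamine calcium response measured kinetically over 180 s, after a preceding 180 s compound-only read flagging agonists. Cells: inducible Hek293 Trex D2 line, 4000/well, cultured overnight at 30 C before dye loading.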
Vif-A3G inh – qHTS for Inhibitors of Vif-A3G Interactions: qHTS. actives 0.076% (n = 410,000). HeLa A3G-eYFP + Vif (tagged APOBEC3G with the HIV-1 protein that degrades it), YFP fluorescence, overnight. AID 602310, 2012. Potency, µM (titrated, usually from 46.1 µM), without a hit: top-dose activity, negative = active, most hits filed as inhibitors. DNA dC->dU-editing enzyme APOBEC-3G (Homo sapiens), Q9HC16;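 also: potency is read from the fitted curve at half-maximal effect; % is scaled to controls: 0 for no effect and ±100 for the full control effect; nearly all actives have a fitted effect of over 60% in size; hits raise eYFP signal because A3G escapes Vif-driven loss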
Target sequence (Q9HC16 whole entry, looked up): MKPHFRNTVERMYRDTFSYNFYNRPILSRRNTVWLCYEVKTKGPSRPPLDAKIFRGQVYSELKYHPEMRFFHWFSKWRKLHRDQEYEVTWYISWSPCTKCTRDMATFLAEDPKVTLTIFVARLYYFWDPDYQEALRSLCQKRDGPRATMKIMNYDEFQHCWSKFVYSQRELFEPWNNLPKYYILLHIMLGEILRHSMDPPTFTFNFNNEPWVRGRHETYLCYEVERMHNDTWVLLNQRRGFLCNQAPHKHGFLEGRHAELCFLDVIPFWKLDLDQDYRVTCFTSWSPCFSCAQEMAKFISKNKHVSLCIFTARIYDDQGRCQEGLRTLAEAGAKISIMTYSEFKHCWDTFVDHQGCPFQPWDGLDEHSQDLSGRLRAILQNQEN
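Read-out is eYFP fluorescence (Ex 488/Em 500-530) from Vif-expressing HeLa A3G-eYFP cells; more signal means A3G escaped Vif-mediated degradation. Cells plated overnight, compound pinned in, incubated overnight at 37 deg C.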
D1 antag – Antagonist of Human D 1 Dopamine Receptor: qHTS; HEK293 TREx D1 cells, calcium flux, dopamine EC80; active compounds read low; D(1A) dopamine receptor (Homo sapiens), P21728; activity change, negative = inhibition, % at 10 µM; actives 3.2% (n = 360,000); in the data active = activity change below about -30%; also: % is scaled to controls: 0 for no effect and ±100 for the full control effect
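Tetracycline-induced HEK293 T-REx cells with force-coupled D1 receptor were loaded with a no-wash calcium dye. Compound was added after a 10 s baseline and read kinetically for 180 s; EC80 dopamine was then added and calcium flux followed another 180 s.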
* marks the source's active call; other numbers are inactive results; ? = inconclusive; . = no result given; & = joins results of further samples. Unless noted, calls follow the shape of the dose curve; as a rule, active = well fitted curve in the direction sought with a large enough effect; inconclusive = small, poorly fitted or top-dose-only effect, or another doubt; inactive = no such curve, though single readings can be large; an effect the other way counts as inactive or inconclusive. Not all compounds are listed; the hit share may differ from the screen's.

The opening 2 entries, ahead of the listing:
| structure | D1 agonist | Vif-A3G inh | Glioma ERSR ind | LDHA block | RXFP1 agonist | Vif-APOBEC3F blk | D1 potentiator | D2 potentiator | D1 antag |
| --- | --- | --- | --- | --- | --- | --- | --- | --- | --- |
| Cc1cc(C)n2cc(COc3ccc4ccccc4c3)nc2n1 | 2 | -1% | -8% | -6 | 1.3% | 4% | -2 | -2 | 0 |
| Cc1cccc(C)c1OCCN1CCCC1 | -1 | -5% | -1% | -10 | 1.6% | 1% | -3 | -3 | -3 |

All compounds of this part, from the start:
| structure | D1 agonist | Vif-A3G inh | Glioma ERSR ind | LDHA block | RXFP1 agonist | Vif-APOBEC3F blk | D1 potentiator | D2 potentiator | D1 antag |
| --- | --- | --- | --- | --- | --- | --- | --- | --- | --- |
| Cc1cc(C)n2cc(COc3ccc4ccccc4c3)nc2n1 | 2 | -1% | -8% | -6 | 1.3% | 4% | -2 | -2 | 0 |
| Cc1cccc(C)c1OCCN1CCCC1 | -1 | -5% | -1% | -10 | 1.6% | 1% | -3 | -3 | -3 |
| COc1ccc(CC(=O)O/N=C(\N)Cc2ccc(OC)cc2)cc1 | 5 | 0% | -1% | 1 | -0.9% | 1% | -6 | -11 | -12 |
| CCSc1nc2ccccc2n1CC(=O)OC | 3 | 0% | -5% | -3 | 2.3% | 1% | -1 | 0 | -7 |
| O=C(N/C(=C\c1ccc([N+](=O)[O-])cc1)C(=O)N1CCCCC1)c1ccc(Br)o1 | 0 | -1% | -5% | -1 | -1.2% | -5% | 1 | 14 | -1 |
| CC1CCCCC12NC(=O)N(CC(=O)N1CCc3ccccc3C1)C2=O (stereo not drawn) | 1 | -5% | 5% | -4 | -0.6% | 6% | 1 | 8 | -2 |
| CCOc1ccc(NC(=O)c2ccc(Cl)c(NC(=O)c3ccco3)c2)cc1 | 0 | 0% | -2% | -6 | 2.5% | 1% | 2 | -1 | -24 |
| Cc1cccc(NC(=O)C2CCCN(S(=O)(=O)c3c(C)n[nH]c3C)C2)c1 (stereo not drawn) | 0 | 5% | -4% | -9 | 0.8% | 7% | -2 | 0 | 6 |
| CC(=O)Nc1sc(N/N=C\c2ccc(O)cc2)nc1-c1cccs1 | 1 | 1% | -1% | -3 | 2.5% | -1% | -7 | 13 | -3 |
| CC1CCC(CN2CCN=C2N(C)C)CC1 (stereo not drawn) | 1 | 11% | -4% | 0 | -0.7% | -2% | 1 | -10 | -2 |
| Cc1cc2c(cc1C)N(C(=O)CSc1nncn1C)C(C)(C)c1ssc(=S)c1-2 | 0 | 0% | -5% | -1 | 0.2% | -7% | -4 | 7 | 4 |
| CCSC1=C(C#N)C(c2ccccc2C)CC(=O)N1 (stereo not drawn) | 4 | -5% | -5% | 6 | 0.9% | 0% | -6 | 8 | 1 |
| COc1cc2ccccc2cc1C(=O)N(CCN(C)C)c1nc2c(F)cc(F)cc2s1 | 1 | 3% | -7% | 0 | -2.1% | -7% | -6 | -10 | -36* |
| COc1ccc(NC(=S)NC(=O)c2ccc(Br)o2)cc1 | 5 | -1% | 4% | -3 | -0.3% | 1% | -7 | -3 | . |
| Cc1cc(C)nc(SCC(=O)NCC2COc3ccccc3O2)n1 (stereo not drawn) | 2 | -4% | -4% | -10 | 0.5% | -7% | -7 | -7 | 2 |
| O=C(CCSCc1cnn(-c2ccccc2)c1-n1cccc1)NCc1ccccc1F | 1 | -7% | -6% | 3 | -1.5% | 0% | -1 | 6 | 3 |
| COc1ccc(CNC(=O)c2ccc(C(C)C)cc2)cc1 | 3 | -7% | 5% | -14 | -0.7% | 2% | -4 | 4 | -47* |
| Cc1cccc(NC(=S)N2CCN(c3ccccn3)CC2)c1 | 3 | 1% | 2% | 0 | 2.5% | -2% | 4 | 2 | -5 |
| COc1ccc(NC(=O)CCn2c(=S)[nH]c3ccccc3c2=O)cc1 | 0 | 7% | -7% | -9 | ? | 5% | -2 | 13 | -22 |
| Cc1ccc(OCc2nnc(SCC(=O)N3c4ccccc4Sc4ccc(Cl)cc43)o2)cc1 | 1 | 0% | -5% | -6 | 5.1% | -2% | 2 | -7 | -32* |
| O=C(CNC(=O)Cc1ccccc1)N=Nc1c(O)[nH]c2ccc(Br)cc12 | 1 | -5% | -3% | -5 | 1.8% | 1% | -10 | -8 | -14 |
| COCCN(C(=O)COC(=O)C1=COCCO1)c1c(N)n(Cc2ccccc2)c(=O)[nH]c1=O | 3 | 0% | -5% | -7 | 0.2% | -3% | -14 | 7 | -61* |
| CCOc1ccc2nc(NC(=O)C3CCCN(S(=O)(=O)c4cccc5nonc45)C3)sc2c1 (stereo not drawn) | 4 | -1% | -1% | 3 | -0.1% | 2% | -1 | 0 | 4 |
| O=C(NCCSCc1ccco1)c1ccc(CN2CCOCC2)cc1 | 0 | 2% | 2% | 0 | -0.1% | -1% | -3 | 5 | 6 |
| CN(c1ccccc1)S(=O)(=O)c1ccc(C(=O)Nc2nnc(C3=COCCO3)o2)cc1 | 2 | 1% | -2% | -3 | 3.3% | -18% | 1 | 16 | 4 |
| Cc1ccc(C(=O)N2CCN(c3ccc(C(F)(F)F)cn3)CC2)o1 | . | 1% | -5% | 1 | . | -9% | . | . | . |
| Cc1cc(OCC(=O)NNC(=O)c2cccnc2)cc(C)c1Cl | 4 | -15% | 0% | 1 | 12% | ? | -2 | -1 | 4 |
| CC(C)(C)n1nnnc1C(c1cccs1)N(Cc1cccnc1)Cc1ccco1 (stereo not drawn) | 2 | -5% | 2% | 3 | 2.3% | -3% | -21 | -2 | -4 |
| CCOc1ccccc1-n1nnnc1SCC(=O)Nc1cc(C)on1 | 8 | 0% | -4% | 2 | 1.6% | -14% | -3 | 5 | -5 |
| CCc1ccccc1NC(=O)Cn1nnc(-c2nc(-c3ccc(C)cc3)no2)c1N | -1 | . | . | -1 | 0.3% | . | -2 | 5 | 2 |
| CCN(C(=O)Cn1ccc(C(F)(F)F)n1)c1c(N)n(Cc2ccccc2)c(=O)[nH]c1=O | 0 | 1% | -5% | -7 | -1.6% | 0% | 3 | 1 | -1 |
| O=C(NCc1ccccc1)c1cc2ccc(O)cc2oc1=O | 5 | 1% | 1% | -6 | 15% | -5% | -6 | 7 | -9 |
| COc1ccccc1CNC(=O)CCC(=O)N1Cc2cccc(OC)c2Oc2ncccc21 | 3 | 0% | -3% | 0 | 2.9% | 2% | 14 | 12 | -21 |
| CC1CN(C(=O)CCC(=O)NCc2ccc(Cl)cc2)c2ccccc2S1 (stereo not drawn) | 14 | -4% | -4% | 3 | 1.5% | 2% | -3 | 7 | -5 |
| CC1CC(C)CN(C(=O)CSc2nnc(-c3ccco3)o2)C1 (stereo not drawn) | 3 | -7% | -1% | -5 | 0.8% | 1% | -9 | 3 | 10 |
| COc1ccc(OCC(=O)OCC(=O)c2ccc(OC)c(F)c2)cc1 | 6 | 2% | -6% | -10 | 1.6% | 0% | 1 | 3 | -5 |
| O=C(NCCCN1CCCC1)c1ccc2c(c1)N(Cc1ccccc1)CCS2 | 1 | 1% | -8% | -12 | 5.9% | 0% | -4 | -4 | 0 |
| CCOC(=O)C1CCN(C(=O)CSc2nnc(-c3ccco3)n2-c2ccccc2)CC1 | 1 | 1% | 3% | -7 | 0.7% | 1% | -4 | 4 | 19 |
| OCC1(Cc2cccc(F)c2)CCN(Cc2cccc3nccnc23)CC1 | 0 | -1% | -3% | -6 | 2.1% | 9% | 3 | -2 | 20 |
| COc1ccc(Cn2c(=O)[nH]c3cc(C(=O)NC4CCN(Cc5ccccc5)CC4)ccc32)cc1 | 3 | 1% | -4% | -7 | 0.8% | 5% | 6 | -24 | 19 |
| CCN(Cc1cnn(C)c1)C(=O)c1ccc2nc(Cc3cccc(Cl)c3)oc2c1 | 6 | 4% | 4% | -1 | -0.4% | 7% | -5 | -9 | 5 |
| N#Cc1ccccc1NC(=O)C(=O)NCCc1csc(-c2ccc(C(F)(F)F)cc2)n1 | 2 | 0% | -5% | 7&-5 | 7.6% | 1% | -6 | -6 | -2 |
| CC(C)(C)OC(=O)N1CCC(c2c(C(=O)O)cnn2-c2ccc(Cl)cc2)CC1 | 1 | 0% | 5% | 1 | 0.9% | -3% | -2 | 17 | 0 |
| CCOC(=O)CNS(=O)(=O)c1ccc(S(=O)(=O)N2CCCC2)cc1 | 6 | 1% | 1% | -7 | 1.1% | -8% | 0 | 0 | -103* |
| COc1ccc(-n2nc3c(c2NC(=O)C(C)Oc2ccccc2)CS(=O)C3)cc1 (stereo not drawn) | 3 | 0% | -6% | 3 | 0.6% | 0% | -7 | 0 | -20 |
| CC12CC(NC(=O)N1c1cccc(C(=O)NCc3ccccn3)c1)c1ccccc1O2 (stereo not drawn) | 1 | -1% | -4% | -12 | -0.7% | -1% | -3 | 2 | -11 |
| O=C(NC1CC(=O)c2sccc21)c1ccc(Cl)cc1Cl (stereo not drawn) | 3 | -8% | 0% | -3 | 0.5% | 4% | -10 | 1 | 1 |
| O=C(NCC(c1cccnc1)N1CCc2ccccc2C1)C(=O)Nc1ccccc1F (stereo not drawn) | 0 | 5% | -2% | 4 | 4.6% | 0% | 1 | 7 | -2 |
| O=C(O)C1CC=CCC1C(=O)Nc1cccc(C(=O)N2CCCCC2)c1 (stereo not drawn) | 4 | -3% | -6% | -3 | 3.2% | -1% | -6 | . | 1 |
| CC/C(=N/OC(=O)c1cccc(C)c1)C(=O)c1cccs1 | 6 | -3% | 2% | 7 | 1.8% | -10% | -5 | -1 | -6 |
